# CCT chaperon mod = cytosolic chaperonin activity modulation; hit rate 0.3% among 360,000; AID 651819; activity change, % (test concentration not listed), hits read low; purified chaperonin ATPase assay, HTRF ADP detection, 30 min; in the data active means activity change below about -30%; further: on the % scale 0 is the no-effect control and ±100 the full control effect
#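 We incubate TRiC, 40 or 20 nM final, with library compounds at 76 uM and 10 uM ATP for 30 min at 37 °C. ADP formed is detected with Transcreener HTRF reagents after 30 min at room temperature.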
# WRN inhibitor = blocks human WRN helicase | Q14191 | WRN helicase unwinding, fluorescent forked duplex, kinetic | Potency, µM (series often up to 114 µM), without a hit: at the highest dose activity change, negative = inhibition, usual class: inhibitors | hit rate 0.46% among 360,000 | AID 651768; further: potency means the concentration at half of the fitted maximal effect; on the % scale 0 is the no-effect control and ±100 the full control effect; nearly all actives have a fitted effect of over 55% in size
#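 Fluorescence dequenching readout, ex 525 nm/em 598 nm, kinetic mode: forked duplex DNA (100 nM final) with adjacent fluorophore and quencher unwound by WRN (20 nM final) with 2 mM ATP. Compound preincubation 15 min, room temperature.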
# Mm-Cpn inhibitor = blocks the Methanococcus maripaludis chaperonin Mm-Cpn | purified Mm-Cpn ATPase, ADP Transcreener TR-FRET | Potency, µM (highest dose often 76.9 µM), for the others: at the top dose activity, negative = inhibition, hits mostly inhibitors | hit rate 0.031% among 330,000 | AID 504842; further: potency means the concentration at half of the fitted maximal effect; on the % scale 0 is the no-effect control and ±100 the full control effect; nearly all actives have a fitted effect of over 80% in size
#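 ATPase read-out: TR-FRET ADP immunoassay (anti-ADP Eu cryptate vs ADP-d2), ex 320 nm, em 590/665 nm; signal drops as ADP forms. Enzyme 25 nM, ATP 10 uM, 30 min at 37°C after 10 min compound preincubation.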
# PI5P4K alpha inh = inhibitors of human PI5P4K alpha; hit rate 1.2% among 330,000; P48426; max response, %; PI5P4Kalpha enzyme, ADP-Glo luminescence, 60 min; active compounds read low; active means max response of -50% or lower; inconclusive means between -30% and -50%; inactive means -30% or higher; further: value at the top dose of about 77 µM; on the % scale 0 is the no-effect control and ±100 the full control effect
#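 Controls without substrate or without enzyme flank wells where PI5P4Kalpha converts substrate using 5 microM ATP (final). Incubation lasts 60 minutes at room temperature; ADP formed is read by ADP-Glo luminescence.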
# PLK1 PBD inh = blocks phosphopeptide binding to human PLK1 polo-box domain; Plk1 PBD binding of FITC phosphopeptide, fluorescence polarization; Potency, µM, without a hit: max response, negative = inhibition, actives largely listed as inhibitors; hit rate 2.8% among 360,000; P53350; further: potency means the concentration at half of the fitted maximal effect; series mostly up to about 57 µM; on the % scale 0 is the no-effect control and ±100 the full control effect; nearly all actives have a fitted effect of over 65% in size
# EPAC1 antagonist = antagonists of human EPAC1. O95398. EPAC1 GEF assay, Rap1b-BODIPY-GDP exchange fluorescence. Potency, µM (series often up to 115 µM), inactives show at the top dose activity change, negative = inhibition, actives largely listed as inhibitors. hit rate 0.14% among 360,000;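 further: potency means the concentration at half of the fitted maximal effect; plate controls were vehicle for no effect and positive control for full effect; nearly all actives have a fitted effect of over 50% in size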
# EPAC1 agonist = EPAC1 (human) agonism. EPAC1 agonist qHTS, biochemical assay; response scale: 100% = response to 6.5 mM cAMP. Potency, µM (titrated, usually from 154 µM), for inactives: at the top dose activation, hits mostly activators. hit rate 0.073% among 360,000. AID 720707; further: potency means the concentration at half of the fitted maximal effect; nearly all actives have a fitted effect of over 60% in size
#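 EPAC1 100 nM, Rap1B–BODIPY-GDP 250 nM, unlabeled GDP 50 uM; compound titration; 5 min RT; kinetic read ex480/em540 at 5-min intervals ×30 min; data normalized to 6.5 mM cAMP agonist control.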
# EPAC2 antag = antagonists of human EPAC2; Q8WZA2; EPAC2 GEF exchange of Rap1B-BODIPY-GDP, fluorescence; Potency, µM (series often up to 114 µM), inactives show at the highest dose activity, negative = inhibition, most hits filed as inhibitors; hit rate 0.18% among 360,000; AID 720708; further: potency means the concentration at half of the fitted maximal effect; on the % scale 0 is the no-effect control and ±100 the full control effect; nearly all actives have a fitted effect of over 45% in size; many of its hits are not listed in these tables
# Target sequence (Q8WZA2 whole entry, looked up): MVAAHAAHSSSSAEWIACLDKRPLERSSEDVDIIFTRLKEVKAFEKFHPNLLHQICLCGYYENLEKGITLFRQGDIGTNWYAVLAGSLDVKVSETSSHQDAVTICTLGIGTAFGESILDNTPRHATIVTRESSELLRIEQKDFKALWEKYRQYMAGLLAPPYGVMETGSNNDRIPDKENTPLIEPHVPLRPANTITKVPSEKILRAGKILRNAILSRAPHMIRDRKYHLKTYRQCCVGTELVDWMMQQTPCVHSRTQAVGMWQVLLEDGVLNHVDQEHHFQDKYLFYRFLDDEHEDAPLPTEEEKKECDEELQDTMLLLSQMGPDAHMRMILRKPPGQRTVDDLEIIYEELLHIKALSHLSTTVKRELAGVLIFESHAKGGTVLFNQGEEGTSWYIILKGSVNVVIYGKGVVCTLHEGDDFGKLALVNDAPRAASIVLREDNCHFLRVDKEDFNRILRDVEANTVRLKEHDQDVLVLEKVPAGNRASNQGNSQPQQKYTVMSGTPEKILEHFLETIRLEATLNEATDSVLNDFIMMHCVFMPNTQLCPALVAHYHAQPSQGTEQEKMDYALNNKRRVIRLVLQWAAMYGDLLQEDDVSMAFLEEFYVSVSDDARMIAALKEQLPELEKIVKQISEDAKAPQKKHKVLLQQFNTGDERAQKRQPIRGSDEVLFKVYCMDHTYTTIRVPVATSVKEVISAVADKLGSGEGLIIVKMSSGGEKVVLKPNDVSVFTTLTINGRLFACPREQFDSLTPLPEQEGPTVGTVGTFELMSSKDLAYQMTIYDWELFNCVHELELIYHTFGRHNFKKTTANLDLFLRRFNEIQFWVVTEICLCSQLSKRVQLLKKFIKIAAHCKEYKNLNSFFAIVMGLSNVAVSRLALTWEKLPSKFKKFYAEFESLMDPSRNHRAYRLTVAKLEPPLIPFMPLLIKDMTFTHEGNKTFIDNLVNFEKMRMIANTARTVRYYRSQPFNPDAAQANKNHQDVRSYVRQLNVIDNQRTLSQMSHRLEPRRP
# * = called active by the depositor; u = inconclusive; x = no result given; [ ] = another dose, or the depositor's remark. Unless noted, the call rests on the fitted dose curve; in most records, active means well fitted curve in the direction sought with a large enough effect; inconclusive means small, poorly fitted or top-dose-only effect, or another doubt; inactive means no such curve, though single readings can be large; an effect the other way counts as inactive or inconclusive. Only part of the results is shown; count on the stated rates, not on these rows.
no.	Compound	CCT chaperon mod	WRN inhibitor	Mm-Cpn inhibitor	PI5P4K alpha inh	PLK1 PBD inh	EPAC1 antagonist	EPAC1 agonist	EPAC2 antag
1	Oc1ccc(N2Cc3ccccc3C2)cc1	-0.5	-4%	-5%	u	-25%	22%	10%	15%
2	CCOc1cc(OCC)cc(C(=O)N2CCC[C@H]2C(=O)N2CCC[C@H]2C(=O)NCc2cccc(OC)c2)c1	0.7	5%	x	-7	-8%	-4%	-8%	9%
3	O=C(c1ccc(NS(=O)(=O)c2ccc(F)cc2)cc1)N1CCOCC1	-2.2	-4%	2%	3	-6%	3%	14%	-2%
4	CCn1c(=S)ccc2ccc(OC)cc21	-2.6	8%	-27%	-4	-7%	2%	2%	2%
5	COc1cccc(N2CCN(c3ccc4nnc(CCC(=O)Nc5ncccc5C)n4n3)CC2)c1	0.2	-2%	-2%	4	-17%	u	4%	1%
6	CC(=O)C(/C=N/c1cc(-c2ccc(C)cc2)nn1-c1ccccc1)=C(\C)O	-2.0	3%	3%	14	-8%	-1%	-3%	4%
7	Cc1ccc(C(=O)Nn2cnnc2)cc1Cl	-0.2	5%	-6%	-1	-1%	5%	1%	4%
8	CCC(C)[C@H](N)c1cn([C@@H](Cc2ccc(O)cc2)C(=O)N2CCNCC2)nn1 (stereo not given in full)	-0.4	3%	x	-5	-16%	-30%	3%	-4%
9	CCCn1c2ccccc2c2cnn(CC(=O)NC3CCN(Cc4ccccc4)CC3)c(=O)c21	1.8	4%	-1%	0	u	-19%	-9%	5%
10	O=C(Nc1ccccc1N1CCN(C(=O)c2ccc(Cl)cc2)CC1)c1ccc([N+](=O)[O-])o1	-1.0	-4%	1%	8	-9%	-3%	16%	-2%
11	COc1ccc2[nH]c(=O)c(-c3noc(-c4ccc(F)cc4)n3)cc2c1	-0.6	-20%	-1%	0	-2%	-3%	2%	-10%
12	O=C(Cc1ncc(C(F)(F)F)cc1Cl)NCCc1ccccc1	-0.4	1%	2%	-1	-3%	3%	4%	12%
13	O=S(=O)(c1ccccc1F)N1CCN(c2nc(-c3cccnc3)nc3ccccc23)CC1	-2.0	-1%	-11%	-3	-5%	14%	-1%	6%
14	O=C(c1ccc2c(c1)OCCO2)N1CCCCC1	-0.6	-1%	0%	2	2%	-5%	-2%	-1%
15	Cc1cnc(NC(=O)COc2ccccc2)s1	0.6	12%	0%	-1	30µM*	-14%	3%	-7%
16	CCC1(c2ccccc2)NC(=O)N(CC(=O)N2CC(=O)Nc3ccccc32)C1=O (stereo not given)	-1.3	-1%	1%	4	-3%	-8%	9%	-9%
17	CC(NC(=O)C1CCC(CNC(=O)[C@@H]2Cc3ccccc3CN2)CC1)c1ccccc1 (stereo not given in full)	1.7	0%	-1%	29	-9%	-6%	-12%	1%
18	Cc1ccc(N(C(=O)Cn2nnc3ccccc32)C(C(=O)NC2CCCCC2)c2cn(C)nc2C)cc1 (stereo not given)	-13	-7%[57.1 µM]	-3%	x	-12%	6%	7%	0%
19	Cn1nnnc1Sc1ccc(C(=O)O)cc1[N+](=O)[O-]	-0.2	8%	1%	-27	-2%	12%	11%	1%
20	Cc1ccc2oc(C(=O)N3CCN(c4cccc(C)n4)CC3)c(C)c2c1	-1.0	-4%	-3%	-6	27µM*	-12%	13%	-1%
21	Cc1ccccc1NC(=O)c1ccc(NS(=O)(=O)c2cc(C(C)(C)C)cc(C)c2C)cc1	-3.1	-11%	1%	-10	-21%	u	-1%	-17%
22	CCCCOc1ccc(C(C)NC(=O)C2CCCN(S(=O)(=O)CCC)C2)cc1 (stereo not given)	-3.6	-33%[57.1 µM]	0%	2	8%	28%	-23%	2%
23	Cc1ccc(S(=O)(=O)N(C)C)cc1NC(=O)C(C)OC(=O)c1ccc2ccccc2n1 (stereo not given)	-0.9	-6%	1%	-1	-2%	5%	7%	-4%
24	CS(=O)(=O)Cc1ccc(C(=O)N(CCc2ccccc2)Cc2ccccc2)cc1	0.5	-1%	0%	1	-15%	10%	10%	-8%
25	CC(=O)c1ccc(NC(=O)CSC2=NS(=O)(=O)c3cc(Cl)ccc3N2)cc1	-1.8	-11%	-3%	-25	-14%	-8%	0%	20%
26	Nc1nc(Nc2cccc(Cl)c2)nc(NCCO)c1[N+](=O)[O-]	1.0	-33%	0%	-63*	-6%	5%	8%	5%
27	CC1(C)CN(c2cccc(Br)c2)C1=O	1.5	-5%	2%	-2	-11%	11%	10%	-10%
28	O=C(O)COc1ccccc1/C=C1\SC(=S)N(NC(=O)c2ccccc2O)C1=O	0.8	u	0%	u	-24%	-25%	-10%	-6%
29	CNc1cncc(-c2ccccc2NC(C)=O)n1	-0.7	-1%	x	1	-4%	7%	-3%	0%
30	N#CCn1c(C2CCCCC2)nc2ccccc2c1=O	-2.5	-8%	1%	x	-4%	0%	18%	6%

# PI5P4K alpha inh, entries above that show a hit
no.	Compound	CCT chaperon mod	WRN inhibitor	Mm-Cpn inhibitor	PI5P4K alpha inh	PLK1 PBD inh	EPAC1 antagonist	EPAC2 antag
26	Nc1nc(Nc2cccc(Cl)c2)nc(NCCO)c1[N+](=O)[O-]	1.0	-33%	0%	-63*	-6%	5%	5%

# (more compounds)
no.	Compound	CCT chaperon mod	WRN inhibitor	Mm-Cpn inhibitor	PI5P4K alpha inh	PLK1 PBD inh	EPAC1 antagonist	EPAC1 agonist	EPAC2 antag
31	COc1ccc2nc(C)cc(SCC(=O)Nc3c(C)cc(C)cc3C)c2c1	0.8	-2%	-2%	x	-18%	13%	2%	6%
32	CN(Cc1ccccc1)C(=O)c1cc(S(=O)(=O)N2CCOCC2)cn1C	-1.4	0%	-1%	-4	-13%	9%	-4%	9%
33	CCc1ccc(CN(C)C(=O)c2cc(=O)c3ccccc3o2)cc1	-0.3	3%	0%	2	-5%	-10%	5%	-3%
34	CC(=O)c1c(C)[nH]c(C(=O)NCc2ccc(C)cc2)c1C	1.4	2%	0%	-4	7%	2%	-7%	8%
35	CCOc1ccc2nc(NC(=O)CSc3nnnn3C3CCCCC3)sc2c1	-1.3	-28%	0%	x	-14%	-21%	20%	-8%
36	CN(C)C(CNC(=O)c1cccc(OC(F)F)c1)c1ccco1 (stereo not given)	-1.4	-2%	-1%	-18	-2%	5%	1%	7%
37	C=CCn1c(O)c(N=NC(=O)CNC(=O)/C=C/c2ccco2)c2ccccc21	1.1	u	-8%	x	u	-9%	6%	-1%
38	c1ccc(Nc2ccccc2Nc2ccccn2)nc1	0.4	-1%	-19%	x	-3%	4%	3%	-1%
39	O=C(NCCN1CCOCC1)c1cc2cc(Br)ccc2oc1=O	-3.9	-1%	-6%	2	-2%	-22%	8%	0%
40	COc1ccc(N2C(=O)/C(=C/c3ccc([N+](=O)[O-])cc3)N=C2C)cc1	-5.2	-1%[57.1 µM]	3%	-20	-23%	-16%	2%	3%
41	O=C(c1[nH]c(C(F)(F)F)nc1-c1ccccc1)N1CCC(C(O)(c2ccccc2)c2ccccc2)CC1	0.5	-18%	x	5	1%	-9%	-3%	u
42	CCOc1ccccc1NC(=O)C(NCC1(N2CCCCC2)CCCCC1)c1ccccc1 (stereo not given)	0.3	-3%	0%	-5	-4%	-4%	10%	-5%
43	CC(C(=O)N1CCc2ccccc21)N(C)CC(=O)Nc1ccc(F)cc1 (stereo not given)	0.3	-13%	0%	5	5%	9%	-2%	10%
44	Cc1cc(C)c2c(=O)n3c(nc2c1)C(C)NC(=O)c1cccnc1-3 (stereo not given)	-1.8	-2%	x	2	-5%	-14%	-6%	-13%
45	COc1ccc(CN2CCC[C@]3(N[C@H](c4ccccc4)[C@@H]4C(=O)N(C)C(=O)[C@@H]43)C2=O)cc1	-1.8	2%	x	-4	-7%	-13%	-23%	-3%
46	CC1CCCC(NCC(=O)Nc2ccc(C(N)=O)cc2)C1C (stereo not given)	0.2	-6%	0%	-1	-4%	9%	4%	-5%
47	CN(C)S(=O)(=O)c1cc(C(=O)NCC2CCCO2)c(Cl)cc1Cl (stereo not given)	0.6	-2%	1%	1	-25%	-25%	10%	-7%
48	O=C(c1ccc2nc(N3CCOCC3)sc2c1)N1CCCC1	0.0	3%	-4%	-2	3%	6%	-9%	3%
49	Cc1cc(F)cc(-c2cc(C(=O)NCc3cccc(Cl)c3)[nH]n2)c1	-0.4	-5%	x	-3	-2%	-8%	3%	-5%
50	COC(=O)c1ccsc1NC(=O)C1=COCCO1	-0.5	6%	2%	-5	-30%	-2%	-8%	-5%
51	OCC(O)C(O)C(O)C(O)c1nc2ccccc2[nH]1 (stereo not given)	2.0	4%[57.1 µM]	1%	5	-7%	u	3%	2%
52	CCOc1cc(CNn2cnnc2)cc(Cl)c1OCC(=O)NC(C)(C)C	-1.6	0%[57.1 µM]	-4%	8	0%	-9%	5%	-6%
53	Cc1cccc(C)c1Nc1nnc(SCc2cc([N+](=O)[O-])cc3c2OCOC3)s1	-0.4	-18%	0%	x	-14%	0%	13%	11%
54	Nc1c(C(=O)NCC2CCCO2)sc(=S)n1-c1ccccc1 (stereo not given)	-3.7	-6%	-1%	1	19µM*	-1%	1%	-2%
55	COc1ccc(Cc2noc(-c3ccccc3)n2)cc1OC	0.4	3%	-2%	5	-6%	-3%	9%	-26%
56	COCCN(CCOC)Cc1c(O)ccc2c3c(c(=O)oc12)CCC3	0.5	2%	-9%	x	-2%	4%	-1%	-2%
57	O=C1C=C(C#Cc2ccc(Oc3ccccc3)cc2)C[C@@H](c2ccc(F)cc2)C1	-0.5	-5%	x	-2	0%	1%	2%	-6%
58	CNc1nc2c(c(=O)[nH]c(=O)n2C)n1CCCc1ccccc1	-3.8	3%	0%	0	-10%	1%	17%	-4%
59	c1cncc(CNc2nc(N3CCOCC3)nc(N3CCOCC3)n2)c1	2.4	-15%[57.1 µM]	0%	x	0%	10%	-2%	15%
60	c1coc(-c2cc(C3CCNCC3)[nH]n2)c1	3.1	4%	-3%	1	-11%	-25%	-4%	14%
61	CS(=O)(=O)CC(=O)Nc1ccc2nc3n(c(=O)c2c1)CCCCC3	1.4	-3%	0%	-3	3%	1%	-6%	3%
62	O=C(CCN1N=C(c2ccccc2)CCC1=O)NCC1CCCO1 (stereo not given)	-0.1	4%	4%	1	-10%	-4%	3%	3%
63	Cc1ccc(S(=O)(=O)NC(=NC2CCCCC2)c2ccccc2)cc1	0.8	-29%	2%	1	-5%	-9%	0%	-14%
64	O=C(Nc1ccc2c(c1)OCCO2)c1ccc(Br)o1	-1.8	0%	1%	-23	-4%	-3%	3%	-6%
